GPR55 LPI antagonism – inhibition of LPI-stimulated GPR55 beta-arrestin translocation – imaging, U2OS, beta-arrestin-GFP, LPI agonist, primary screen (AID 2013); U2OS GPR55 beta-arrestin-GFP translocation imaging, LPI antagonism; higher % means a stronger effect; inhibition, % at 10 µM; hits with a dose series show IC50 in µM; actives 0.13% (n = 290,000);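 active = spots per cell inhibited over 60%, with over 100 cells counted and total cytoplasm intensity under 500,000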;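 note: U2OS cells stably carrying GPR55 and arrestin-GFP stimulated by 5 µM LPI near EC80; imaged beta-arrestin-GFP aggregate spots per cell after agonist stimulation; plate controls were LPI-stimulated DMSO wells for no effect and DMSO wells without LPI for full effect; some results filed as inactive read as strong as hits; confirmed hits need IC50 under 10 µM and bright autofluorescent wells are also inconclusive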
NOD2 inhibition – NOD2 signaling inhibitors, cell-based, luminescence, uHTS, HEK293 (AID 1566); actives 0.63% (n = 290,000); HEK293 NOD2/NF-kB luciferase reporter, luminescence; higher % means a stronger effect; inhibition, % at 4 µM; hits with a dose series show EC50 in µM; note: many of its hits are not listed in these tables
Rac1 GTP hydrolysis – MgcRacGAP GTPase-activating activity inhibitors, confirmation, biochemical, ADP Hunter fluorescence. MgcRacGAP-stimulated Rac1 GTP hydrolysis, ADP Hunter fluorescence; higher % means a stronger effect; GST-tagged Rac1 F28L mutant substrate. one-dose inhibition, % at 30 µM; IC50 in µM for titrated hits. actives 0.6% (n = 340,000);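 active = first-screen hits whose inhibition reached a set limit at any dose in the follow-up dose series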;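 note: fluorescence reports GDP produced by GAP-driven GTP hydrolysis; strong numbers were not always called active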
NOD1 inhibition – NOD1 signaling inhibitors, primary screen, cell-based, luminescence, uHTS (AID 1578) | NOD1-driven NF-kB luciferase reporter cells, luminescence; higher % means a stronger effect | actives 1% (n = 290,000) | inhibition, % at 4 µM, or EC50 in µM where a hit was titrated; in the data active = inhibition mostly above about 36%, no sharp cut-off; inactive = mostly below about 34%;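 note: HEK-293T reporter cells stimulated with the NOD1 agonist gamma-tri-DAP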
KOR beta-arrestin-1 – kappa opioid receptor activators – cell-based, luminescence, uHTS, primary screen (AID 1777); KOR beta-arrestin recruitment, luminescence; higher % means a stronger effect; activation, % at 10 µM; hits with a dose series show EC50 in µM; actives 0.02% (n = 280,000); in the data active = activation above about 50%, passing the limit was not always enough; note: a part of the inactive calls stands beside numbers as strong as those of hits
SV40 large T antigen – TAg ATPase/helicase activity blockers – biochemical (AID 1903). SV40 large T antigen ATPase/helicase inhibition assay; higher % means a stronger effect. inhibition, % at 20 µM, or IC50 in µM where a hit was titrated. actives 0.39% (n = 310,000); in the data active = a potency from the dose series; note: strong numbers were not always called active
GPR55 activation – selective activators of receptor GPR55 – imaging, U2OS cells, beta-arrestin-GFP redistribution, primary screen (AID 1961) | actives 0.048% (n = 290,000) | one-dose activation, % at 10 µM; EC50 in µM for titrated hits | U2OS GPR55 beta-arrestin-GFP redistribution imaging; higher % means a stronger effect;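 active = activation above 40% with more than 50 cells counted in the well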;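 note: U2OS osteosarcoma cells stably expressing GPR55 and beta-arrestin-GFP; plate controls were DMSO negative control for no effect and LPI positive control for full effect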
KOR beta-arrestin-2 – kappa opioid receptor blockers – cell-based, luminescence, uHTS (AID 1778). KOR beta-arrestin recruitment, luminescence, antagonist mode; higher % means a stronger effect. inhibition, % at 10 µM; hits with a dose series show IC50 in µM. actives 0.091% (n = 290,000); note: strong numbers were not always called active
HIV fusion peptide – cell-free HIV fusion peptide-binding blockers – biochemical, uHTS, fluorescence dequenching, primary screen (AID 1986); cell-free peptide binding, fluorescence dequenching, 30 min; higher % means a stronger effect; one-dose inhibition, % at 20 µM; IC50 in µM for titrated hits; actives 0.3% (n = 290,000); in the data active = inhibition mostly above about 52%, no sharp cut-off; inactive = mostly below about 76%; note: some results filed as inactive read as strong as hits
An asterisk follows results filed as active; nt = not tested or not shown; [ ] = dose if it differs, or a comment. Cut-off read from the data, not from the text of the source, unless noted: active = inhibition above about 50%; inactive = the rest. Only part of the results is shown; rates above refer to the full screens.

SMILES	GPR55 LPI antagonism	NOD2 inhibition	Rac1 GTP hydrolysis	NOD1 inhibition	KOR beta-arrestin-1	SV40 large T antigen	GPR55 activation	KOR beta-arrestin-2	HIV fusion peptide
Cc1ccc(C2CC(=O)NC(SCc3ccccc3)=C2C#N)cc1 (configuration not stated)	1%	1%	4%	-8%	0.3%	9%	-0.3%	-5%	-1.7%
CCOC(=O)N1CCN(Cc2nc(N)nc(Nc3ccc(OC)cc3)n2)CC1	-16%	33%	13%	-2%	-1.3%	0%	-0.1%	-1%	0.7%
O=C(COC(=O)/C=C/c1ccc(Cl)cc1)Nc1ccccc1-c1ccccc1	8%	3%	6%	-30%	0.7%	1%	0.0%	-20%	1.9%
COc1ccc(C2CC(c3ccccc3)=NN2C(=O)COC(=O)/C=C/c2ccc(O)c(OC)c2)cc1 (configuration not stated)	3%	-3%	12%	-12%	4.5%	13%	0.5%	-4%	0.8%
CCOc1ccc(C(=O)Nc2ccc(NC(=O)c3ccccc3)cc2)cc1Br	8%	-40%	10%	-66%	-1.2%	25%	-0.2%	-12%[20 µM]	-1.1%
CCN1CCN(C(=O)C2CCC(=O)N(CCCN3CCCC3=O)C2)CC1 (configuration not stated)	5%	9%	1%	-20%	-0.8%	9%	-0.3%	-20%	-0.8%
Cc1ccc(/C=N/NC(=O)c2nn(C)cc2Cl)cc1	14%	-44%	4%	-16%	-0.8%	0%	-0.1%	15%	1.7%
CC1(C)C2C(Cl)(Cl)C2(C)c2ccccc2N1C=O (configuration not stated)	8%	3%	nt	-3%	5.4%	5%	0.7%	14%	-0.1%
O=C(NC(=S)Nc1cccc(CO)c1)c1ccc(-c2ccccc2)cc1	10%	-34%	6%	-62%	8.3%	5%	0.0%	nt	2.7%
O=C(Nc1ccc(-c2cscn2)cc1)C1CCCN(Cc2ccc(CO)o2)C1 (configuration not stated)	-6%	2%	5%	-25%	4.6%	8%	0.7%	-26%	-0.7%
Cc1cc(=O)oc2cc(OCC(=O)NCCN3CCOCC3)c(Cl)cc12	-1%	-3%	11%	-20%	2.3%	8%	-0.2%	-5%	-1.6%
CCO/N=C(/C)c1c(O)c(C)c(-c2ccccc2)n(-c2ccccc2)c1=O	-2%	3%	3%	-17%	-0.8%	6%	-0.3%	-7%	-1.2%
O=C(NC1CC1)C1=C[C@H](C2CCCCC2)C[C@H](OCCCCO)O1	-19%	4%	8%	-7%	-0.6%	3%	-0.1%	11%	1.3%
Cc1cccc(NC(=O)CS(=O)CC(=O)Nc2cnc3ccccc3c2)c1C (configuration not stated)	1%	-3%	2%	-9%	7.0%	-5%	-0.2%	-36%	-0.9%
CCOc1ccc(-c2c(C(=O)N/N=C(\C)c3ccncc3)nnn2-c2nonc2N)cc1	-7%	6%	4%	-12%	0.4%	0%	-0.1%	-50%	1.3%
COC(=O)C(C)Sc1n[nH]c(=S)s1 (configuration not stated)	1%	16%	11%	1%	-5.5%	15%	0.0%	-14%	3.8%
O=C1C(C=NCCCN2CCCC2=O)=C(O)c2ccccc21	2%	-47%	4%	-9%	3.9%	11%	-0.3%	35%	-1.6%
O=c1oc2cc(O)ccc2cc1S(=O)(=O)c1ccccc1	-19%	-8%	7%	-11%	6.5%	4%	-0.1%	-27%	0.3%
CCCN(S(=O)(=O)c1ccccc1F)S(=O)(=O)c1ccccc1Br	8%	-13%	0%	-2%	-4.0%	0%	-0.3%	-14%	-0.9%
COCCCNC(=O)c1ccccc1NS(=O)(=O)c1ccc(C)cc1	6%	11%	5%	0%	-2.1%	8%	-0.2%	12%	0.4%
Cc1ccc(S(=O)(=O)N(CC(=O)O)Cc2ccccc2)cc1	3%	5%	11%	-7%	-1.7%	6%	-0.4%	-1%	1.6%
CC(Cc1ccccc1)NC(=O)C1(c2ccccc2)CCOCC1 (configuration not stated)	-4%	8%	8%	-4%	2.4%	8%	0.0%	-7%	-0.5%
CCOc1ccc2nc(N(CCN(CC)CC)C(=O)c3ccc([N+](=O)[O-])cc3)sc2c1	-8%	7%	-3%	-14%	-2.4%	0%	1.1%	-26%	0.7%
CCCNC(=O)c1ccc2c(=O)c(O)c(-c3ccc(Cl)c([N+](=O)[O-])c3)[nH]c2c1	3%	2%	1%	-4%	-2.2%	12%	-0.2%	14%	3.5%
CCC(=O)N1N=C(c2cccs2)CC1c1ccco1 (configuration not stated)	-5%	0%	-3%	-20%	-3.3%	8%	-0.2%	27%[20 µM]	0.1%
CCOc1ccc(N(C)C(=O)CCc2nnc3ccc(N4CCCCC4)nn23)cc1	12%	16%	-8%	-8%	-0.3%	8%	0.0%	-11%	-1.6%
O=C(Nc1cccnc1)/C(N=Nc1ccc(Cl)c(C(F)(F)F)c1)=C(\O)c1ccccc1	-2%	4%	2%	-4%	2.9%	-8%	0.2%	-24%	-0.5%
CCOC(=O)c1c(Nc2ccccc2)sc(/C=C2\C=Nc3ccccc32)c1O	6%	17%	8%	-68%	0.9%	0%	-0.1%	6%	0.8%
CCCCCN=Cc1c(C)[nH]n(-c2nc3ccccc3s2)c1=O	9%	-41%	8%	44%	3.8%	16%	-0.3%	-34%	1.4%
CC(C(=O)Nc1ccc(S(=O)(=O)N2CCOCC2)cc1)N(c1ccccc1)S(C)(=O)=O (configuration not stated)	3%	-12%	8%	-11%	4.2%	4%	0.2%	-33%	2.1%
O=C(CSc1nnc(-c2ccccn2)n1Cc1ccco1)c1ccc(-c2ccccc2)cc1	10%	-17%	10%	-4%	8.3%	12%	-0.2%	10%	-0.2%
CC1=C(C(=O)OCc2ccccc2)C(c2ccc(Cl)cc2Cl)NC(=O)N1CCCCCC(=O)O (configuration not stated)	7%	4%	nt	-20%	3.6%	-3%	-0.1%	-22%	34%
Cc1ccc(S(=O)(=O)/N=C(\N)Nc2nc(C)c3ccc(C)cc3n2)cc1	4%	17%	12%	-14%	-2.2%	4%	-0.3%	-1%	0.7%
O=C(NCC(c1cccnc1)N1CCN(c2ccccc2F)CC1)c1ccco1 (configuration not stated)	5%	13%	2%	-8%	-0.3%	7%	-0.3%	-19%	1.7%
CC(C)c1cc(CNC(=O)C2CCC(=O)N(CCc3ccc(Cl)cc3)C2)on1 (configuration not stated)	8%	13%	5%	-15%	0.0%	5%	0.2%	-44%	0.9%
CCCC(=O)C1=C(O)C(C(=O)OC)C(C)(C)CC1=Nc1ccc(C)cc1 (configuration not stated)	-6%	-11%	-2%	-20%	0.8%	nt	-0.1%	-11%[20 µM]	-0.2%
COc1ccc(-c2nc3oc4cc(OC)ccc4c(=O)c3c(=O)n2Cc2ccco2)cc1	8%	16%	3%	-5%	-2.4%	14%	0.2%	-22%	0.9%
OC1CSc2nc3ccccc3n2C1 (configuration not stated)	12%	-7%	14%	-10%	nt	4%	0.2%	-5%[20 µM]	-1.1%
C/C=C/C(O)c1ccc2ccccc2c1 (configuration not stated)	-3%	-11%	nt	-7%	-3.3%	8%	-0.3%	4%[20 µM]	-1.2%
CCN1CCc2nc(NC(=O)c3cc(F)c(F)cc3Cl)sc2C1	11%	10%	-4%	-24%	-4.4%	-2%	-0.3%	-2%	4.5%
Cc1ccc(C(=O)OC(C)CN2CCN(C)CC2)cc1 (configuration not stated)	13%	-3%	10%	-10%	2.1%	10%	-0.1%	18%	-0.7%
COc1ccc(Cl)cc1N1C(=O)C2CCCN2C1c1ccc(F)c(F)c1 (configuration not stated)	9%	2%	7%	-6%	-5.5%	1%	0.4%	-12%	1.3%
COc1ccc(C(C)C)cc1S(=O)(=O)NCCCn1ccnc1	-23%	4%	1%	-14%	-5.5%	9%	-0.1%	-8%[20 µM]	-1.0%
O=C(/C=C/c1ccccc1)NC1CC2CCCC(C1)N2Cc1ccccc1 (configuration not stated)	-5%	12%	nt	1%	-2.7%	6%	0.7%	30%	0.6%
CCOC(=O)N1CCN(c2nc(-c3ccc(Cl)cc3)cs2)CC1	3%	-16%	6%	-6%	-5.1%	14%	-0.1%	-34%	-1.7%
O=C(c1cccc(Br)c1)c1conc1C(=O)c1ccco1	10%	-7%	10%	-30%	0.3%	6%	-0.2%	4%	1.9%
CCCN(CCC)CCCNC(=O)c1cc2c(=O)n(C)c3ccccc3c2n1C	4%	2%	13%	9%	-6.5%	3%	0.3%	20%	-0.2%
c1coc(CN(Cc2ccco2)c2ncnc3c2oc2ccccc23)c1	-19%	-3%	5%	-21%	-2.7%	7%	-0.4%	32%	16%

Given bar-delimited: 3 of the compounds above.
SMILES | GPR55 LPI antagonism | NOD2 inhibition | Rac1 GTP hydrolysis | NOD1 inhibition | KOR beta-arrestin-1 | SV40 large T antigen | GPR55 activation | KOR beta-arrestin-2 | HIV fusion peptide
CC(C)c1cc(CNC(=O)C2CCC(=O)N(CCc3ccc(Cl)cc3)C2)on1 (configuration not stated) | 8% | 13% | 5% | -15% | 0.0% | 5% | 0.2% | -44% | 0.9%
CCCC(=O)C1=C(O)C(C(=O)OC)C(C)(C)CC1=Nc1ccc(C)cc1 (configuration not stated) | -6% | -11% | -2% | -20% | 0.8% | nt | -0.1% | -11%[20 µM] | -0.2%
COc1ccc(-c2nc3oc4cc(OC)ccc4c(=O)c3c(=O)n2Cc2ccco2)cc1 | 8% | 16% | 3% | -5% | -2.4% | 14% | 0.2% | -22% | 0.9%

Next section
SMILES	GPR55 LPI antagonism	NOD2 inhibition	Rac1 GTP hydrolysis	NOD1 inhibition	KOR beta-arrestin-1	SV40 large T antigen	GPR55 activation	KOR beta-arrestin-2	HIV fusion peptide
CCOC(=O)Oc1ccc2oc(C)c(C(=O)OCCOC)c2c1	15%	1%	4%	2%	3.7%	2%	-0.1%	10%	-2.7%
O=C(COc1ccc2ccccc2c1)NNC(=O)C(=O)Nc1ccccc1	3%	-113%	5%	-24%	1.9%	7%	-0.1%	-34%	5.8%
O=C(NCCc1ccccc1)c1nc2c(nnn2Cc2ccccc2Cl)c(=O)[nH]1	0%	4%	3%	-28%	-5.1%	0%	-0.1%	36%	16%
C/C(CC(=O)NCC(C)C)=N\NC(=O)COc1cc(C)c(Br)cc1Br	-5%	18%	1%	-6%	-3.0%	11%	-0.6%	21%	-1.5%
O=C(CSc1oc(-c2ccccc2)nc1S(=O)(=O)c1ccc(F)cc1)NCC1CCCO1 (configuration not stated)	-17%	20%	5%	17%	-3.8%	22%	-0.2%	-4%	-0.7%
COc1cc(C(=S)N2CCOCC2)cc(OC)c1OS(=O)(=O)c1ccc(C)cc1	5%	-2%	4%	-22%	4.4%	3%	0.3%	5%	1.1%
CNC(=S)N/N=C/c1cc(Br)c(OCc2ccncc2)c(OC)c1	2%	15%	9%	-3%	-1.5%	9%	0.5%	-10%[20 µM]	0.6%
Cc1cccc(/C=N/NC(=O)c2cc(-c3cccnc3)nc3c2c(C)nn3-c2ccccc2)c1	1%	-4%	4%	-21%	-1.6%	1%	-0.1%	32%	-0.8%
CCOC(=O)c1cc(S(=O)(=O)NCCc2ccc(OC)c(OC)c2)cn1C	17%	13%	8%	12%	-5.7%	8%	0.3%	9%	-0.6%
COc1cccc(NC(=S)NC(=O)Cc2ccc(Cl)cc2)c1	1%	8%	8%	-7%	-0.3%	6%	-0.2%	-15%	0.6%

Screens from PubChem BioAssay.
